PglD inh: C. jejuni PglD acetyltransferase inhibitors, primary screen, biochemical, DTNB colorimetric, single point; inhibition, % at 12.5 µM; UDP-N-acetylbacillosamine N-acetyltransferase PglD (Campylobacter jejuni); purified PglD enzyme, DTNB colorimetric CoA detection; 360,000 compounds, 0.098% hits; in the data active = inhibition above about 16%, passing the limit was not always enough; note: strong numbers were not always called active
PAX8 reporter: inhibitors of PAX8-driven TPO luciferase reporter, primary screen, RMG-I cells, single concentration; AID 652154, 2013; 360,000 compounds, 1.2% hits; inhibition, % at 12.6 µM; SteadyGlo, 24 h;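 active = mean replicate inhibition at least 60% with every replicate also reaching 60%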;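 note: luciferase light reporting Pax8 driven TPO promoter activity; plate controls were median of neutral control wells for no effect and mitoxantrone controls for full effect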
PGC1a acetyl inh: inhibitors of PGC1a acetylation signal, primary screen, cell-based, U2OS, AlphaScreen, inhibitor mode | 350,000 compounds, 0.17% hits | AlphaScreen anti-acetyl-lysine; with virally co-expressed GCN5 acetyltransferase | inhibition, % at 15.6 µM | AID 651687, 2012;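 active = every replicate shows inhibition of at least 40%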;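 note: 0% = neutral control wells and 100% = positive control wells; some results beyond the cut were filed as inactive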
ARNT-TACC3 inh: disruptors of ARNT/TACC3 protein interaction, primary screen, biochemical, AlphaScreen, single concentration. AlphaScreen His-ARNT PAS-B/GST-TACC3 binding, luminescence; TACC3 fragment carries E629A point mutation. inhibition, % at 9.99 µM. 390,000 compounds, 0.66% hits. AID 623870, 2012;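 active = mean inhibition of replicates at least 50% and at least half of replicates each reaching 50%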;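 note: 0% = complete ARNT plus TACC3 wells and 100% = ARNT alone without TACC3; many hits fall short of the cut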
Cneo AK release: Cryptococcus neoformans cell lysis inducers, primary screen, AK release luminescence, single concentration. 360,000 compounds, 0.2% hits. lysis activity, % at 15 µM. C. neoformans lysis, adenylate kinase release luminescence, 4 h; normalised: neutral wells 0, clomiphene wells 100;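 active = mean lysis activity across replicates of at least 80%, whatever share of replicates individually reach that level; inactive = mean lysis activity below 80%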
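Test system: log-phase Cryptococcus neoformans yeast cells. Input: 5 × 10^6 yeast cells/mL. Medium: fresh YPD growth medium. Doses: single dose. Incubation: static 4 h at 37 °C with compound, 1 h detection. Measured by: luminescent adenylate kinase detection reagent. Read-out: signal increase indicating cell lysis. Benchmarks: Clomiphene.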
C2C12 statin: suppressors of statin myotoxicity in C2C12 myotubes, primary screen, cell-based, single point, plate reader; rescue of ATP level, % at 7.49 µM; AID 602340, 2012; C2C12 myotubes + simvastatin, ATP luminescence, 48 h; scaled: DMSO 0, geranylgeraniol control 100; 330,000 compounds, 0.78% hits;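 active = mean ATP rescue above about 67%, or every replicate alone reaching that limit, limit read from the data, passing the limit was not always enough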;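 note: myotubes were challenged with 10 µM simvastatin during compound exposure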
LGR2 inh: inhibitors of bursicon-induced LGR2 CRE-luciferase signal, primary screen, cell-based, HEK293, CRE-luciferase reporter, bursicon stimulation | Drosophila bursicon receptor LGR2 (rickets) | bursicon-stimulated, 4 h | inhibition, % at 9.99 µM | 380,000 compounds, 0.35% hits | AID 720647, 2013;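 active = drop in luminescence signal, shown as inhibition above about 50% in the replicate tests, limit read from the data, passing the limit was not always enough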;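 note: agonist challenge used bursicon conditioned medium at about half maximal strength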
GSIS activator: GLuc luminescence reporter in INS-1E cells, primary screen for activators of glucose-dependent secretion of insulin; 370,000 compounds, 0.61% hits; INS-1E GLuc reporter insulin secretion, 2-3 h; AID 743287, 2014; activation, % at 16.6 µM;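 active = lowest replicate activation of at least 40%, so every replicate reaches that level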;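 note: 0% = median of neutral control wells and 100% = median of IBMX positive control wells; some compounds called inactive have numbers as strong as hits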
The depositor's hits bear a star; x = no result given; & = joins results of further samples.

SMILES	PglD inh	PAX8 reporter	PGC1a acetyl inh	ARNT-TACC3 inh	Cneo AK release	C2C12 statin	LGR2 inh	GSIS activator
CN(Cc1ccccc1NCC(=O)Nc1ccccc1C#N)C1CCCCC1	-2	30	x	4	0	-12	-3	0
O=c1cc(-c2ccccc2)oc2cc(OCc3ccccc3)cc(O)c12	-1	12	-2	-11	-2	x	-21	3
O=C(C[C@H]1CC[C@H](NC(=O)Cc2cccnc2)[C@H](CO)O1)NCc1ccc2c(c1)OCO2	-1	11	-4	x	0	8	14	-2
O=C(OCc1ccccc1)N1CCC2CC1c1c(Cl)cccc12 (stereo not drawn)	4	-13	6	-4	1	-19	-4	-10
CC1(C)Cc2c(sc3ncn(N)c(=N)c23)CO1	-7	x	-2	25	0	-11	x	x
CCOC(=O)C1=C(CS(=O)(=O)c2ccc(C)cc2)NC(=O)NC1c1cc(OC)c(OC)c(OC)c1 (stereo not drawn)	2	2	x	-3	1	23	6	4
COC(=O)Cc1cnc(NC(=O)C2C3CCC(C3)C2C(=O)O)s1 (stereo not drawn)	-1	x	-7	0	-2	1	x	-8
NC(=O)CN1CCOCCOCCN(CC(N)=O)CCOCCOCC1	3	-3	6	-2	1	-3	x	x
CO[C@H]1CN(C)C(=O)c2cc(NC(=O)Nc3ccccc3F)ccc2OC[C@@H](C)N(Cc2ccccc2C(=O)O)C[C@H]1C	-2	-9	1	0	3	-4	8	0
COc1cccc(-c2cnc3c(c2)C(=O)N([C@@H](C)CO)C[C@H](C)[C@H](CN(C)C(=O)Nc2ccccc2F)O3)c1	6	x	-12	-5	-11	9	3	-14
O=C(C(Cl)Cl)N1CC2CCC(CC2)C1	9	12	-15	-10	0	-1	20	19
CCCn1nc(NC(=O)C2CCCO2)c2cc3cccc(C)c3nc21 (stereo not drawn)	-4	-2	-22	-50	0	x	-2	-42
Cc1ccc(SCC(=O)NNC(=O)CCS(=O)(=O)c2ccc(C)cc2)cc1	-3	-23	-4	-2	1	5	-1	-2
O=C(c1ccc(N2CCCC2=O)cc1)N1CCN(c2ccc(C(F)(F)F)cc2[N+](=O)[O-])CC1	2	26	14	x	-1	-2	-4	x
COc1ccc(NC(=O)Nc2ccc3c(c2)C(=O)N([C@@H](C)CO)C[C@@H](C)[C@@H](CN(C)S(=O)(=O)c2ccc(F)cc2)OCCCC[C@@H](C)O3)cc1	-1	-1	4	30	0	x	-2	-8
Cc1cccc(NC(=O)C2CCCN2C(=O)NC2CCCCC2)c1 (stereo not drawn)	x	-4	-2	-1	x	x	-7	14
COc1ccc(NC(=S)Nc2ccccc2)cn1	x	-6	x	-5	x	x	-25	-3
CN(c1ccccc1)c1nc(N)c([N+](=O)[O-])c(Nc2cccc(F)c2)n1	3	-8	-1	-3	1	-18	18	8
CCCn1c(=N)c(S(=O)(=O)c2ccc(F)cc2)cc2c(=O)n3ccccc3nc21	-2	11	7	-24	2	3	-25	4
COC(=O)N/N=C(\CCC(=O)O)c1cccs1	4	-7	4	-6	-4	x	-1	3
CS(=O)(=O)c1cccc(NC(=O)CSc2nnc3n2CCCCC3)c1	x	7	1	x	x	4	13	6
COC(=O)[C@@]1(Cc2ccc(OC)cc2)[C@H]2c3cc(C(=O)N4CCCC4)n(CCn4cc([N+](=O)[O-])nc4C)c3C[C@H]2CN1C(=O)c1ccccc1	0	-17	x	5	17	-3	-1	-4
C[C@@H]1CN([C@@H](C)CO)C(=O)c2cc(NC(=O)C3CCCCC3)ccc2O[C@@H](C)CCCCO[C@H]1CN(C)C(=O)c1ccccc1	-1	-7	-1	-6	0	46	3	-2
COC(=O)C1=C(O)C(C(=O)OC)C(c2ccc(C)cc2)C(C#N)(C#N)C1c1ccc(C)cc1 (stereo not drawn)	-6	4	x	-1	0	-65	x	x
CCOc1ccc(S(=O)(=O)Nc2ccc(OC)nc2)cc1	x	25	x	-5	-1	-16	10	-6

4 entries from above, as labelled records:
> CCCn1nc(NC(=O)C2CCCO2)c2cc3cccc(C)c3nc21 (stereo not drawn)
  PglD inh: -4
  PAX8 reporter: -2
  PGC1a acetyl inh: -22
  ARNT-TACC3 inh: -50
  Cneo AK release: 0
  C2C12 statin: x
  LGR2 inh: -2
  GSIS activator: -42
> Cc1ccc(SCC(=O)NNC(=O)CCS(=O)(=O)c2ccc(C)cc2)cc1
  PglD inh: -3
  PAX8 reporter: -23
  PGC1a acetyl inh: -4
  ARNT-TACC3 inh: -2
  Cneo AK release: 1
  C2C12 statin: 5
  LGR2 inh: -1
  GSIS activator: -2
> O=C(c1ccc(N2CCCC2=O)cc1)N1CCN(c2ccc(C(F)(F)F)cc2[N+](=O)[O-])CC1
  PglD inh: 2
  PAX8 reporter: 26
  PGC1a acetyl inh: 14
  ARNT-TACC3 inh: x
  Cneo AK release: -1
  C2C12 statin: -2
  LGR2 inh: -4
  GSIS activator: x
> COc1ccc(NC(=O)Nc2ccc3c(c2)C(=O)N([C@@H](C)CO)C[C@@H](C)[C@@H](CN(C)S(=O)(=O)c2ccc(F)cc2)OCCCC[C@@H](C)O3)cc1
  PglD inh: -1
  PAX8 reporter: -1
  PGC1a acetyl inh: 4
  ARNT-TACC3 inh: 30
  Cneo AK release: 0
  C2C12 statin: x
  LGR2 inh: -2
  GSIS activator: -8

(continued)
SMILES	PglD inh	PAX8 reporter	PGC1a acetyl inh	ARNT-TACC3 inh	Cneo AK release	C2C12 statin	LGR2 inh	GSIS activator
COC(=O)[C@H](Cc1ccccc1)NC(=O)NCC1CCCO1 (stereo partly drawn)	2	x	8	-3	-1	14	2	10
C[C@H](CO)N1C[C@H](C)[C@@H](CN(C)S(C)(=O)=O)Oc2c(NC(=O)C3CC3)cccc2C1=O	-1&2	-13&-14	17	-24&-21	-1&7	8&-2	-7&7	18&-3
Cc1ccc(C)c(NC(=O)Cn2c([N+](=O)[O-])cnc2C)c1	x	x	-6	-6	x	0	x	1
O=C(c1cc(-c2ccccc2)on1)N1CCc2ccccc2C1	x	-5	x	-14	x	x	-22	0
O=C1CCCc2[nH]nc(-c3cccnc3)c21	-5	x	3	0	-3	-5	x	x
N=C1C=CC=C2C1=NC1(CCCCC1)N2O	-1	x	0	14	-9	-5	3	12
CCCc1nnc(NC(=O)CSc2nc3ccccc3[nH]2)s1	-11	6	-2	x	-1	-5	-6	7
CC1CCC(C(C)C)C(OC(=O)COC(=O)c2cc(O)ccc2N)C1 (stereo not drawn)	x	-4	x	-11	x	x	8	-41
Cn1c(NC(=O)c2ccccc2)cc(=O)n(C)c1=O	-5	15	-1	9	-2	-7	-1	x
CCOC(=O)CCc1c(C)nc2ncnn2c1C	3	x	x	-2	1	-3	x	x
CC(NC(=O)COc1ccccc1)C(=O)NC1=NCCS1 (stereo not drawn)	-3	x	-1	0	-3	8	-15	-1
COc1ccc(Cl)cc1N/C(N)=N/c1nc(CSc2ccc(C)cc2)cc(=O)[nH]1	x	x	6	2	x	9	-3	-16
CC(C)NC(=O)C1(C)CCN1C(=O)c1ccccc1 (stereo not drawn)	16	0	-3	x	2	11	-13	14
COc1ccc(CCNS(=O)(=O)c2cccc3nsnc23)cc1OC	1	x	-3	-12	1	-8	x	x
CC(C)NC(=O)N(C)C[C@H]1Oc2ccc(NC(=O)CCC(F)(F)F)cc2CC(=O)N([C@@H](C)CO)C[C@H]1C	2	8	0	-2	-3	-4	14	11
O=C(O)c1ccccc1-c1ccccc1C(=O)NCc1ccco1	-1	0	-2	-3	1	-2	x	x
Cn1c(C(=O)N2CCCC(C(=O)NCc3cccs3)C2)cc2sccc21 (stereo not drawn)	x	x	x	-4	x	5	-3	-2
CC(OC(=O)C1CCN(S(=O)(=O)c2ccc3c(c2)OCCO3)CC1)C(=O)NC1(C#N)CCCCC1 (stereo not drawn)	0	9	6	4	-1	-10	-4	-19
COc1ccc(NC(=O)N(C)C[C@H]2OCCCC[C@@H](C)Oc3ccc(NC(=O)Cc4ccccc4)cc3C(=O)N([C@H](C)CO)C[C@@H]2C)cc1	0	x	9	6	1	x	-1	-9
Cc1ccc(NC(=S)N(Cc2cccc(Br)c2)CC2CCC(C(=O)O)CC2)cc1Cl (stereo not drawn)	x	8	-6	-9	x	x	-17	5
CN(C)S(=O)(=O)c1cccc(NC(=O)c2ccccc2SCC(=O)N2CCCC2)c1	3	2	x	x	-1	3	6	-13
COc1ccc(NC(=O)CN2CCN(c3ccccn3)CC2)cc1Cl	6	14	2	-6	0	10	-2	-16
COc1cc(OC)nc(NC(=O)CSc2nnc(-c3ccccc3)n2C2CCCCC2)n1	-5	x	8	-6	3	x	x	x
CCC(=O)N1[C@H](CO)[C@H](c2ccc(C3=CCCC3)cc2)[C@@H]1CN(C)C(C)=O	-2	-9	-4	-1	-1	18	1	27
COc1ccc(CC(=O)Nc2nnc(-c3cccc([N+](=O)[O-])c3)s2)cc1	-1	-10	x	-3	1	6	-2	3

(list continues)
SMILES	PglD inh	PAX8 reporter	PGC1a acetyl inh	ARNT-TACC3 inh	Cneo AK release	C2C12 statin	LGR2 inh	GSIS activator
O=C(N/N=C/c1ccncc1)c1cnccn1	x	0	10	-1	x	x	-8	-3
Fc1ccc(-n2c(=S)[nH]c3cccnc32)cc1	-9	20	9	-1	-1	-8	-5	-3
C[C@H]1CN([C@@H](C)CO)C(=O)Cc2cc(NC(=O)c3ccncc3)ccc2O[C@@H]1CN(C)C	0	6	2	-7	-2	-1	6	14
C[C@@H]1CN([C@@H](C)CO)C(=O)c2cc(-c3ccncc3)cnc2O[C@H]1CN(C)C(=O)c1ccncc1	1	x	-10	-9	-1	12	0	5
O=C(NCCCO)/C(=C/c1ccc(-c2cccc([N+](=O)[O-])c2)o1)NC(=O)c1ccccc1	0	0	1	1	2	-5	-2	12
CCOc1ccc(OCCC(=O)N(CC)CC(=O)Nc2ccccc2C(F)(F)F)cc1	-1	12	x	-5	-1	4	0	-21

By substructure, the compounds so far containing a furan ring, fused or not.
SMILES	PglD inh	PAX8 reporter	PGC1a acetyl inh	ARNT-TACC3 inh	Cneo AK release	C2C12 statin	LGR2 inh	GSIS activator
O=C(O)c1ccccc1-c1ccccc1C(=O)NCc1ccco1	-1	0	-2	-3	1	-2	x	x
O=C(NCCCO)/C(=C/c1ccc(-c2cccc([N+](=O)[O-])c2)o1)NC(=O)c1ccccc1	0	0	1	1	2	-5	-2	12

Bioassay records deposited in PubChem by Broad Institute.
